Compound activity: PubChem BioAssay, several laboratories
ERa SRC1 inh = ER-alpha (human) coactivator binding inhibition; 1.7% of 86,000 active; inhibition, % at 25.6 µM; TR-FRET ER-alpha LBD / SRC-1 peptide, estradiol-bound; in the data active = inhibition above about 50%;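 note: 0% = receptor plus peptide control and 100% = peptide only without receptor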
Mac1 fbg inh = blocks human CD11b/CD18 adhesion to fibrinogen; K562 CD11b/CD18 adhesion to fibrinogen, ATPlite luminescence; Mn2+ added to activate the integrin; inhibition, % at 10 µM; 0.54% of 93,000 active;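 active = primary inhibition of 50% or more at 10 µM, then 40% or more on retest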; note: some results filed as inactive read as strong as hits
Target sequence (P05107 whole entry, looked up, other chains not shown): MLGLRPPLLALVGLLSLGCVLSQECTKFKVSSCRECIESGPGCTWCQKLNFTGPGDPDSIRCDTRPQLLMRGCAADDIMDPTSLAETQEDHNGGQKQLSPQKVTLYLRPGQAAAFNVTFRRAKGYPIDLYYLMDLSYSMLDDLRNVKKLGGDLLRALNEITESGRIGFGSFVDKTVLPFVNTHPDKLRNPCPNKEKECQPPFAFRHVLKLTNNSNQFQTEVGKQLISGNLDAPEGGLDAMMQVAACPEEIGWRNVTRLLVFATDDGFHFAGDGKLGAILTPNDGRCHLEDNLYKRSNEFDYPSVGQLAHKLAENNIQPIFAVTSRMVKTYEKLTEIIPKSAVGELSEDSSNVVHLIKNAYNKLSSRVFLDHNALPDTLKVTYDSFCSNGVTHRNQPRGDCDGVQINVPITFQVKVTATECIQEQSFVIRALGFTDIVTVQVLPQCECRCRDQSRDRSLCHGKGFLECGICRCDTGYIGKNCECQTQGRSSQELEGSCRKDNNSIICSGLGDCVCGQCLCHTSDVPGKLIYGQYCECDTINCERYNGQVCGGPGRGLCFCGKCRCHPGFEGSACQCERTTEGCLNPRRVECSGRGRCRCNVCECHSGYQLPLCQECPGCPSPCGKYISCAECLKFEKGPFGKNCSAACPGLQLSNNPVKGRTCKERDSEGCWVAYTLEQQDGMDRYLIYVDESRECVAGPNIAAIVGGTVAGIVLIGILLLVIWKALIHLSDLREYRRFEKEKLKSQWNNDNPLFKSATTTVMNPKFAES
Mac1 fbg enh = increases human CD11b/CD18 adhesion to fibrinogen; AID 1499; P05107+P11215; K562 CD11b/CD18 adhesion to fibrinogen, ATPlite luminescence; activation, % at 10 µM; 0.07% of 93,000 active;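 active = 10 µM primary screen giving 50% or more activity, confirmed by 40% or more on retest at that dose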; note: strong numbers were not always called active
ERa coact pot = ER-alpha (human) coactivator binding potentiation | P03372 | TR-FRET ERalpha-LBD/SRC-Cy5 coactivator binding, 2 h; 100 = basal binding, no effect | coactivator binding (% of control), % at 25.6 µM | 1.3% of 86,000 active | AID 639; in the data active = activity above about 200%;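 note: binding measured in presence of low estradiol as agonist stimulus; 0% = peptide alone without receptor and 100% = receptor with peptide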
Lung fibro prol = blocks proliferation of human lung fibroblasts; 1.1% of 85,000 active; AID 719; LL 47 human lung fibroblast viability, ATP luminescence; hits give low values; viability, % at 10 µM;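 active = viability at or below 50% in the single dose screen; inactive = viability above 50%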;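 note: compound exposure lasted 72 h before the ATP readout; 100% = median luminescence of untreated cell-only wells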
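Test system: LL 47 human lung fibroblasts; Quantity: 1,150 cells/well; Buffer or medium: IMEM plus 15% FBS; Dosing: tenfold compound dosing solution, DMSO at 0.1%; Timing: overnight cell rest, 72 h compound treatment at 37 °C; Detection: ATP-based CellTiter-Glo luminescent readout; Read-out basis: viability percentage against median untreated-cell control; Controls: cell-only wells, no compound.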
H69AR growth 86K = growth inhibitors of human H69AR lung tumor cells; H69AR lung tumor viability, ATP luminescence, 72 h; hits give low values; viability, % at 10 µM; 6% of 85,000 active; AID 598;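 active = viability at or below 40%; inactive = viability above 40%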;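 note: multidrug resistant small cell line overexpressing MRP-1 efflux transporter; 100% = mean luminescence of untreated control wells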
HUVEC inhibit = inhibitors of human endothelial cell proliferation. 1.1% of 86,000 active. HUVEC proliferation, CellTiter-Glo luminescence, 72 h; hits give low values. viability, % at 10 µM (by protocol);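 active = viability at or below 30%; inactive = viability above 30%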;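 note: 100% = median luminescence of DMSO-only cell control wells on each plate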
CYP2C19 inh = inhibitors of human CYP2C19; inhibition, % at 5 µM; 21% of 96,000 active; P33261; CYP2C19 Supersomes, luciferin-H EGE luminescence, 30 min; AID 778;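 active = CYP2C19 inhibition above a set limit at 5 µM in the primary screen, cut at about 50% in these data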;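 note: plate controls were negative control wells for no effect and 2.5 mM tranylcypromine positive control for full effect; values of inactives mirror those of a sister screen read the other way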
CYP2C19 act = increases human CYP2C19 enzyme activity | AID 1025 | recombinant CYP2C19, luciferin-H EGE luminescence; hits give high values; 0 = fully inhibited enzyme, 1 = untreated enzyme | P33261 | 96,000 tested, under 10 active | activation factor at 5 µM;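 active = activation factor of at least 2 at 5 µM in the primary screen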;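 note: 0 = wells with 2.5 mM tranylcypromine and 1 = vehicle-only wells; values of inactives mirror those of a sister screen read the other way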
Numbers without * were called inactive; . = no result given; [ ] = dose if it differs, or a comment.

[1] Cc1ccc2[nH]c3c(c2c1)CN(C(=O)CN1CCN(Cc2ccc4c(c2)OCO4)CC1)CC3
[2] CCOc1ccccc1-n1c(SCC(=O)N2CCCC2)nnc1-c1ccc(O)cc1
[3] COc1nc(-c2ccc(Cl)cc2)ccc1-c1noc(-c2ccco2)n1
[4] COc1ccc(S(=O)(=O)Nc2ccccc2C(=O)NC(C)(C)C)cc1OC
[5] O=C(Nc1ccccc1)c1cnc2n(c1=O)CCS2
[6] Cc1cc(C)n(-c2cc(-c3ccccc3)nc(C)n2)n1

assay / entry	1	2	3	4	5	6
ERa SRC1 inh	-4	2	30	-3	-2	.
Mac1 fbg inh	14	13	-7	-40	-6	4
Mac1 fbg enh	-2	-1	29	4	4	3
ERa coact pot	134	119	376*	98	104	.
Lung fibro prol	102	98	100	104	97	.
H69AR growth 86K	44	94	86	100	100	.
HUVEC inhibit	81	109	88	98	102	.
CYP2C19 inh	62*	-8	8	73*	7	22
CYP2C19 act	0.4	1.1	0.9	0.3	0.9	0.8

[7] CNc1nc(SC)nc(N(C#N)CC(=O)OC)n1
[8] O=C(NC1=NCCS1)c1ccc(Cl)s1
[9] COc1ccc(-c2noc(CSc3nnc(-c4ccncc4)n3-c3ccc(F)cc3)n2)cc1OC
[10] C=C(C)C1CC=C(CN2CC(C)OC(C)C2)CC1 (stereo not drawn)
[11] O=C(C(Cc1ccccc1)n1cccc1)N1CCN(Cc2ccccc2)CC1 (stereo not drawn)
[12] Cc1cc(C)cc(-c2nnc(SCC(=O)N3CCN(C(=O)c4ccco4)CC3)o2)c1

assay / entry	7	8	9	10	11	12
ERa SRC1 inh	-12	5	-3	0	-4	11
Mac1 fbg inh	.	5	10	-3	5	-1
Mac1 fbg enh	.	1	-2	-2	-4	-4
ERa coact pot	111	120	102	99	110	99
Lung fibro prol	107	93	78	105	98	95
H69AR growth 86K	92	93	45	85	87	67
HUVEC inhibit	68	98	65	99	96	94
CYP2C19 inh	.	22	59*	47	23	50
CYP2C19 act	.	0.8	0.4	0.5	0.8	0.5

[13] C=CCOc1ccc(C2NC(=O)NC(C)=C2C(=O)OC)cc1 (stereo not drawn)
[14] Cn1cc(S(=O)(=O)CC(=O)N2CCCc3ccccc32)c2ccccc21
[15] Cc1cc(C)n(C2CCCCC2OC(=O)c2ccccc2)n1 (stereo not drawn)
[16] CCCNC(=O)NCCc1c(C)[nH]c2ccccc12
[17] O=C1c2ccccc2C(=O)N1CCCCSc1nc2ccccc2o1
[18] O=c1[nH]n(-c2ccc(Cl)cc2)c(=O)c(Cl)c1Cl

assay / entry	13	14	15	16	17	18
ERa SRC1 inh	-31	-4	-11	6[fluorescence artefact?]	2	.
Mac1 fbg inh	-38	-3	-9	-10	26	-8
Mac1 fbg enh	3	1	1	-3	0	-1
ERa coact pot	126	101	115[fluorescence artefact?]	74	95[fluorescence artefact?]	.
Lung fibro prol	87	91	96	101	102	.
H69AR growth 86K	89	89	91	93	100	.
HUVEC inhibit	100	106	100	101	109	.
CYP2C19 inh	44	84*	53*	45	81*	-7
CYP2C19 act	0.6	0.2	0.5	0.6	0.2	1.1

[19] CC1CC(C)CN(C(=O)CSc2nc3ccsc3c(=O)n2Cc2ccccn2)C1 (stereo not drawn)
[20] CC1(C)CCN(Cc2ccccc2)C1CC#N (stereo not drawn)
[21] CCOc1ccc(CCNC(=O)C(C)n2nc(C)n3c(cc4occc43)c2=O)cc1OCC (stereo not drawn)
[22] COC(=O)c1[nH]c2ccc(F)cc2c1NC(=O)CCN1CCN(Cc2ccc3c(c2)OCO3)CC1
[23] CCOC(=O)C1=C(c2ccccc2)N=c2s/c(=C\c3cc(OC)c(OC)c(OC)c3)c(=O)n2C1c1cccs1 (stereo not drawn)
[24] COC(=O)CNC(=O)CN1C(=O)N(c2ccccc2)C(N(O)C(=O)Nc2ccccc2)C1(C)C (stereo not drawn)

assay / entry	19	20	21	22	23	24
ERa SRC1 inh	-7	13[fluorescence artefact?]	.	-5	.	-4
Mac1 fbg inh	-6	-2	2	1	12	11
Mac1 fbg enh	0	0	-4	0	40	-3
ERa coact pot	97	85	.	120[fluorescence artefact?]	.	97
Lung fibro prol	100	104	.	96	.	102
H69AR growth 86K	74	104	.	83	.	101
HUVEC inhibit	95	92	.	90	.	103
CYP2C19 inh	24	60*	27	0	12	12
CYP2C19 act	0.8	0.4	0.7	1	0.9	0.9

[25] CN(C)S(=O)(=O)c1ccc(C(=O)Nc2ccc(CN3CCCC3)cc2)cc1
[26] CCOC(=O)C(/C=C(\C#N)C(=O)OCC)=C(/N)N1CCN(c2ccc(OC)cc2)CC1
[27] C=CCn1c(SCC(=O)Nc2ccccc2C)nc2sc(C)c(C)c2c1=O
[28] COC(=O)c1sc(NC(=O)c2ccc(Cn3cc(Cl)cn3)o2)c(C#N)c1C
[29] O=C1CC2(CCCCC2)Oc2ccc(OCC(=O)N3CCOCC3)cc21
[30] COc1ccc2c(c1)CCc1c(C(=O)NCc3ccc(Cl)cc3)noc1-2

assay / entry	25	26	27	28	29	30
ERa SRC1 inh	-28[fluorescence artefact?]	-11	2[fluorescence artefact?]	26	-4	12
Mac1 fbg inh	-5	-3	.	75	-9	-10
Mac1 fbg enh	-2	-4	.	-8	-2	0
ERa coact pot	103	111	111	66[fluorescence artefact?]	119	171
Lung fibro prol	90	101	93	98	96	105
H69AR growth 86K	104	97	31*	.	88	51
HUVEC inhibit	90	118	83	84	89	89
CYP2C19 inh	-4	-6	.	47	-4	-5
CYP2C19 act	1	1.1	.	0.5	1	1.1

[31] CCCSc1nc(C)c2cc(C)cc(C)c2n1
[32] CCC(=O)Nc1nnc(-c2ccco2)o1
[33] CC1CN(S(=O)(=O)c2ccc(NC(=O)CCN3C(=O)c4ccccc4C3=O)cc2)CC(C)O1 (stereo not drawn)
[34] CC(=O)Nc1cc(C(=O)O)ccc1S(=O)(=O)c1ccc(C)cc1
[35] Cc1c2c(nc3c(C(=O)NC4CCCC4)cnn13)CCCC2
[36] CN1CCC(N(C)CC(=O)Nc2ccccc2N2CCOCC2)CC1

assay / entry	31	32	33	34	35	36
ERa SRC1 inh	1	10	-12	.	3[fluorescence artefact?]	.
Mac1 fbg inh	7	-2	9	-4	.	-13
Mac1 fbg enh	4	-3	2	-2	.	-1
ERa coact pot	82	100	119	.	102	.
Lung fibro prol	80	96	101	.	102	.
H69AR growth 86K	95	90	93	.	73	.
HUVEC inhibit	104	105	101	.	78	.
CYP2C19 inh	32	-8	1	-11	-7	-1
CYP2C19 act	0.7	1.1	1	1.1	1.1	1

[37] CC(=C1C(=O)c2ccccc2C1=O)N1CCC(C(N)=O)(N2CCCCC2)CC1
[38] COc1ccccc1N1CCN(C2=NS(=O)(=O)c3ccccc32)CC1
[39] CCOc1ccc(C2CC(c3ccccc3C)n3nc(N)nc3N2)cc1 (stereo not drawn)
[40] c1ccc(-c2cn3nc(-c4ccccc4)sc3n2)cc1
[41] C/C(Cl)=C\Cn1c(Nc2cccc(C)c2)nc2c1c(=O)n(C)c(=O)n2C
[42] COC(=O)c1ccccc1NC(=O)C1CCCN(S(=O)(=O)c2ccc(F)cc2)C1 (stereo not drawn)

assay / entry	37	38	39	40	41	42
ERa SRC1 inh	-15	-32	-6	-2	-2	34
Mac1 fbg inh	-12	2	3	.	7	-9
Mac1 fbg enh	3	-2	-5	.	0	1
ERa coact pot	121	105	104	121	93	86
Lung fibro prol	93	122	88	80	98	99
H69AR growth 86K	97	70	99	61	77	75
HUVEC inhibit	103	78	101	69	78	110
CYP2C19 inh	-2	-11	25	.	-6	90*
CYP2C19 act	1	1.1	0.8	.	1.1	0.1

[43] CC(C)C(c1nnnn1C(C)(C)C)N1CCN(c2cccc(Cl)c2)CC1 (stereo not drawn)
[44] COc1cccc(NC2c3ccccc3C(=O)N2Cc2ccco2)c1 (stereo not drawn)
[45] CN1C(=O)C2(N=c3ccccc3=N2)c2ccccc21
[46] O=C(CSc1nnnn1-c1ccc2c(c1)OCCO2)Nc1nc2c(s1)CCCC2
[47] Cc1cc(C(=O)CN2C(=O)NC3(CCCc4ccccc43)C2=O)c(C)n1Cc1ccccc1 (stereo not drawn)
[48] CCOC(=O)c1[nH]c(C)c(/C(O)=C2\C(=O)C(=O)N(CCCN3CCOCC3)C2c2cccnc2)c1C (stereo not drawn)

assay / entry	43	44	45	46	47	48
ERa SRC1 inh	-5	17	-3	5	-3	-4
Mac1 fbg inh	0	-11	1	-17	-21	16
Mac1 fbg enh	-2	-1	2	1	42	12
ERa coact pot	124	96	142	122[fluorescence artefact?]	135	126
Lung fibro prol	98	90	61	95	82	110
H69AR growth 86K	73	57	63	83	69	100
HUVEC inhibit	98	99	81	85	76	108
CYP2C19 inh	70*	41	18	0	56*	17
CYP2C19 act	0.3	0.6	0.8	1	0.4	0.8

[49] O=C(NCCSCc1ccco1)Nc1ccc(Cl)cc1
[50] Cc1c(-n2cc(C(=O)c3cc(Br)ccc3O)cc(C#N)c2=O)c(=O)n(-c2ccccc2)n1C
[51] Nc1nc(-c2ccco2)nn1C(=O)CCc1ccccc1
[52] CCC(C)n1[nH]c(=O)c2c(C)cc(C)nc21 (stereo not drawn)
[53] O=C1C(Cl)=C(N2CCOCC2)C(=O)N1c1cccc(Cl)c1
[54] COc1ccc(C2CC(C(F)(F)F)n3nc(C(=O)Nc4ccc5c(c4)OCO5)cc3N2)cc1 (stereo not drawn)

assay / entry	49	50	51	52	53	54
ERa SRC1 inh	-6	.	-1	-2	-1	6
Mac1 fbg inh	5	-8	-5	2	-4	9
Mac1 fbg enh	-4	6	-4	-1	-2	-2
ERa coact pot	104	.	92	104	107	105
Lung fibro prol	103	.	98	106	.	91
H69AR growth 86K	93	.	95	100	0.8*	51
HUVEC inhibit	106	.	100	89	102	80
CYP2C19 inh	38	36	34	11	85*	11
CYP2C19 act	0.6	0.6	0.7	0.9	0.1	0.9

[55] O=C(N/N=C/C=C/c1ccco1)c1cccnc1
[56] COc1ccc(NC(=O)C2CCCN2C(=O)NC2CCCCC2)cc1OC (stereo not drawn)
[57] Cn1c(COc2ccc(Cl)cc2)nc2ccccc2c1=O
[58] COC(=O)C1=C(C)OC(N)=C(C#N)C1C1CCCCC1 (stereo not drawn)
[59] COc1ccc(N2CCN(C(=O)C(C)(C)Oc3ccc(Cl)cc3)CC2)cc1
[60] Nc1nc(N)nc(-c2ccccc2)n1

assay / entry	55	56	57	58	59	60
ERa SRC1 inh	0[fluorescence artefact?]	5	-8[fluorescence artefact?]	4	4	3
Mac1 fbg inh	-4	-11	-8	.	25	-9
Mac1 fbg enh	-1	-3	-5	.	-4	-3
ERa coact pot	101	131	96[fluorescence artefact?]	96	96	116
Lung fibro prol	105	104	93	90	99	97
H69AR growth 86K	85	96	78	.	89	88
HUVEC inhibit	98	83	77	86	97	95
CYP2C19 inh	6	8	63*	78*	74*	16
CYP2C19 act	0.9	0.9	0.4	0.2	0.3	0.8
